Screens (PubChem)
PPARg SRC1 recr: PPARgamma-driven SRC-1 recruitment agonism. activation, % at 8 µM. 200,000 tested, 0.41% active. P37231. PPARgamma-SRC-1 coactivator recruitment biochemical assay; in the data active = activation above about 19%;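 also: 0% = DMSO and 100% = reference agonist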
Target sequence (P37231 whole entry, looked up): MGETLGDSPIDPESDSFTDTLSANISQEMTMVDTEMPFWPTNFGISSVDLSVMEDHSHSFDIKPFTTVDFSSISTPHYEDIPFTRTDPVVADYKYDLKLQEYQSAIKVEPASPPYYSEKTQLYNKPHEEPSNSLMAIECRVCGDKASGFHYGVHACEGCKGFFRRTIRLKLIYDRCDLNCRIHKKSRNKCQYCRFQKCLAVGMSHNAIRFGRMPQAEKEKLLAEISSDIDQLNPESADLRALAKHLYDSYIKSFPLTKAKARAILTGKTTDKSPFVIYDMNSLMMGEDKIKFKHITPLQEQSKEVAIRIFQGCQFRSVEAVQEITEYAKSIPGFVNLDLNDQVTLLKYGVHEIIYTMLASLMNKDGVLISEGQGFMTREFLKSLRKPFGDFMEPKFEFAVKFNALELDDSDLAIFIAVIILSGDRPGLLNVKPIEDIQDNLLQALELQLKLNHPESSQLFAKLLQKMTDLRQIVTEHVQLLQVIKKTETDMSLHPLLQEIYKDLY
TLR4 MyD88 comp: TLR4-MyD88 interaction inhibition in cells | HeLa CL3-4 TLR4/MyD88 BLA complementation, FRET ratio | inhibition, % at 8.4 µM | 200,000 tested, 0.18% active; in the data active = inhibition above about 25%;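 also: 0% = vehicle and 100% = reference inhibitor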
SRC2 TRFRET art: counter-screen for PPARgamma SRC-2 recruitment agonists: TR-FRET artefact; hits give high values; TR-FRET ratio at 8 µM; 200,000 tested, 0.4% active; in the data active = TR-FRET ratio above about 2000; also: inactives centre near 1500; reference of the scale not given here
ROMK primary: human ROMK K+ channel modulation, primary screen | Tet-inducible ROMK, thallium flux fluorescence; actives lie on both sides | B-score at 10 µM | 130,000 tested, 2% active;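 active = signal ratio slope over the read window, or its plate-corrected B-score, at least 3 SD from the plate mean, either direction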;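 also: B-score of the F/F0 ratio slope over 7 to 12 s after thallium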
Target sequence (P48048 whole entry, looked up): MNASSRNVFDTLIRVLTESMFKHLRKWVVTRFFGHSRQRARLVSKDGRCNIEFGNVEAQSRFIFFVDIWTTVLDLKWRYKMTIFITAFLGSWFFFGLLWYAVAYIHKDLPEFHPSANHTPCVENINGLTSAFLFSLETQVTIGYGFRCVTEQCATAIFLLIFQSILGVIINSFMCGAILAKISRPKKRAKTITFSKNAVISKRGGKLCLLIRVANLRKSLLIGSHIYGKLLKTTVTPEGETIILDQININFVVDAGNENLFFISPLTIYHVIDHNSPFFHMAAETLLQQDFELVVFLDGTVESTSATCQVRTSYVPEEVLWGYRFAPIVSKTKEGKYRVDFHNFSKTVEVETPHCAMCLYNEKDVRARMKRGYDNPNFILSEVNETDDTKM
PPARg SRC-2 ag: promotes SRC-2 coactivator recruitment by human PPARgamma. PPARgamma LBD-SRC-2 recruitment, biochemical. P37231. AID 1032. 200,000 tested, 0.34% active. activation, % at 8 µM; in the data active = activation above about 22%;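 also: 0% = vehicle and 100% = reference agonist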
S1P3 antag: blocks the human S1P3 receptor; CHO S1P3 NFAT-BLA reporter, FRET fluorescence, antagonist mode; 170,000 tested, 0.27% active; Q99500; inhibition, % at 4.98 µM; AID 485;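 active = inhibition above the plate cutoff, the mean inhibition of test wells on that plate plus 3 SD, cut at about 28% in these data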;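 also: cells challenged with S1P at its EC80 of 0.8 µM; blue over green emission ratio from cleaved BLA substrate after 4 h stimulation; 0% = S1P-stimulated wells and 100% = unstimulated DMSO-only wells; some compounds past the cut are filed as inactive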
bIAP activator: increases bovine intestinal alkaline phosphatase activity. purified bovine IAP, CDP-star luminescence, 30 min; hits give high values; fold of DMSO-control signal, blank-subtracted. activation factor at 20 µM. AID 1016. 200,000 tested, 0.17% active;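 active = activation factor of 2 or more at 20 µM, a signal rise over negative controls twice the positive control's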
bIAP inhibitor: blocks bovine intestinal alkaline phosphatase activity; 190,000 tested, under 10 active; purified bovine IAP, CDP-star luminescence, 30 min; inhibition, % at 20 µM;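 active = over 50% inhibition of intestinal alkaline phosphatase at 20 µM in the single-dose screen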
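Assay system – bovine IAP enzyme · Quantity – bovine IAP at 1/65,000,000 final dilution · Detection – CDP-star luminescence signal · Times – 30 min reaction at room temperature · Also added – CDP-star substrate at 30 µM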
DTT redox prof: compounds producing H2O2 with reducing agent – biochemical, NIH compound library profiling, artefact control for MLSCN library redox annotation, primary screen; DTT-dependent redox cycling H2O2, phenol red/HRP absorbance; 100% = 100 µM peroxide control, 0% = buffer; activation, % at 10 µM; 200,000 tested, 0.03% active; AID 878;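 active = activation of at least 50% relative to the plate's high and low controls in the primary single-dose screen; inactive = activation below 50%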;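 also: compound incubated with DTT at 0.8 mM final as the reducing agent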
PPARg SRC-3 ag: promotes SRC-3 coactivator recruitment by human PPARgamma; biochemical PPARgamma/SRC-3 coactivator recruitment assay; activation, % at 8 µM; 200,000 tested, 0.26% active; in the data active = activation above about 23%;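 also: 0% = DMSO and 100% = reference agonist; some compounds past the cut are filed as inactive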
Lmaj promast: Leishmania major promastigote growth inhibition; Leishmania major promastigotes, resazurin fluorescence viability; AID 1063; 200,000 tested, 9% active; inhibition, % at 10 µM; in the data active = inhibition above about 50%;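 also: promastigotes grown with compound for 44 hours at 28 °C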
Numbers without * were called inactive; / = not tested or not shown; & = joins results of further samples.

SMILES	PPARg SRC1 recr	TLR4 MyD88 comp	SRC2 TRFRET art	ROMK primary	PPARg SRC-2 ag	S1P3 antag	bIAP activator	bIAP inhibitor	DTT redox prof	PPARg SRC-3 ag	Lmaj promast
COc1cccc(NC=C2C(=O)OC3(CCCCC3)OC2=O)c1	-5	14	1615	-0.66	1	/	0.8	16	-1.5	3	-8
N#Cc1nc(-c2ccco2)oc1N1CCN(C(c2ccccc2)c2ccccc2)CC1	7	-4	1550	-0.11	1	0	0.9	12	-0.1	9	-1
NC(=O)SCC(=O)Nc1cccc(Cl)c1	2	-11	1748	/	19	-24	0.6	42	0.9	8	-8
COc1ccc(-c2c(C)n([O-])c3c([n+]2=O)CCCC3)cc1OC	3	6	1717	0.5	4	-21	1	-1	-0.7	5	-8
COc1ccc(OC)c(NC(=O)Nc2cc(C(=O)O)ccc2C)c1	10	6	1610	0.49	0	-4	1.1	-11	-1.7	-3	-8
CCCCC(=O)Nc1sc2c(c1-c1nc3ccccc3s1)CCN(C(C)=O)C2	-2	9	1526	/	7	/	0.9	7	-1.4	-12	49
COc1ccccc1C(=O)Nc1nc(N)n(-c2ccccc2)n1	-2	-6	1350	/	-7	/	1	-2	0.7	-2	-2
COc1ccc(/C=N/NC(=O)CCc2n[nH]c(=O)[nH]c2=O)cc1O	-3	7	1336	0.71	5	-24	0.5	49	-0.3	-3	-1
O=c1[nH]n(-c2ccc(Cl)cc2)c2ncccc12	10	3	1568	/	4	/	0.9	8	-1.6	-3	-7
Cc1cc(N2C(=O)C=CC2=O)c([N+](=O)[O-])cc1C	4	5	1706	-0.86	-1	-9	1	0	-0.2	4	23
O=C1c2ccccc2C(=O)N1CCC(O)C[N+](=O)[O-] (stereo not given)	-1	3	1738	0.47	7	-8	1	2	-0.3	2	-1
CCOC(=O)C1(Cc2ccccc2)CCN(Cc2cc(=O)c3ccccc3[nH]2)CC1	-4	8	1602	-0.66	1	-3	1	4	-0.7	-5	16
Clc1ccc(-c2csc(N3CCc4ccccc4C3)n2)cc1	4	-7	1613	/	-6	/	0.8	23	3.2	-8	-2
COc1cc(C(=O)NCCOc2cc(C)cc(C)c2)c(Br)c(OC)c1OC	2	23	1600	/	4	/	1.1	-11	-8.6	-5	0
COC(=O)C(C)Sc1nc(N)c(NC(=O)c2ccco2)c(=O)[nH]1 (stereo not given)	6	-5	1689	/	8	-18	1.1	-9	-0.5	4	-6
Cc1ccc(C(F)(F)F)cc1NC(N)=S	-2	-1	1441	0.77	-5	-2	1.1	-5	-1.5	0	1
FC(F)(F)c1cccc(-c2nnc3ccc(C(F)(F)F)cn23)c1	-2	-7	1388	0.63	-2	93*	0.9	6	-0.3	11	19
CC(=O)c1cccc(N2C(=O)C3C(C(=O)Nc4cc(C)on4)C4(C)C=CC3(O4)C2C(=O)NC(C)(C)C)c1 (stereo not given)	-6	-5	1688	-0.14	4	-7	1.1	-7	0.2	-5	-3
CCNC(=O)OCC(CC)NC(=O)OCC(C)C (stereo not given)	-4	7	1467	/	1	/	0.9	9	2.2	5	-2
Cc1nc(NC(=O)/C=C/c2ccc(F)cc2)sc1C(=O)N(C)C	2	5	1595	/	1	0	1	0	-0.2	0	-6

Retrieved by structure from the list above:
SMILES	PPARg SRC1 recr	TLR4 MyD88 comp	SRC2 TRFRET art	ROMK primary	PPARg SRC-2 ag	S1P3 antag	bIAP activator	bIAP inhibitor	DTT redox prof	PPARg SRC-3 ag	Lmaj promast
CC(=O)c1cccc(N2C(=O)C3C(C(=O)Nc4cc(C)on4)C4(C)C=CC3(O4)C2C(=O)NC(C)(C)C)c1 (stereo not given)	-6	-5	1688	-0.14	4	-7	1.1	-7	0.2	-5	-3
CCOC(=O)C1(Cc2ccccc2)CCN(Cc2cc(=O)c3ccccc3[nH]2)CC1	-4	8	1602	-0.66	1	-3	1	4	-0.7	-5	16
COC(=O)C(C)Sc1nc(N)c(NC(=O)c2ccco2)c(=O)[nH]1 (stereo not given)	6	-5	1689	/	8	-18	1.1	-9	-0.5	4	-6
Cc1nc(NC(=O)/C=C/c2ccc(F)cc2)sc1C(=O)N(C)C	2	5	1595	/	1	0	1	0	-0.2	0	-6

(list continues)
SMILES	PPARg SRC1 recr	TLR4 MyD88 comp	SRC2 TRFRET art	ROMK primary	PPARg SRC-2 ag	S1P3 antag	bIAP activator	bIAP inhibitor	DTT redox prof	PPARg SRC-3 ag	Lmaj promast
COCCN1C(=O)c2ccc(C(=O)O)cc2C1=O	-5	9	1439	0.26	2	-19	1	-2	0.7	3	-8
O=C(CCN1CCN(c2ccc(F)cc2)CC1)Nc1ccc(F)cc1	3	-11	1520	/	3	11	1	1	-0.3	7	-3
CCCc1nnc2c(N(C)S(=O)(=O)c3ccc(C)cc3)nc3ccccc3n12	7	-12	1695	0.035	11	-6	1	4	-0.2	1	-5
O=C(Nc1cc(C(F)(F)F)ccc1N1CCCC1)c1ccc2c(c1)OCO2	-1	19	1633	-0.027	16	6	0.8	21	0.9	-11	5
CCOC(=O)/C(C(N)=NCC(C)C)=C(/O)c1ccccc1	9	-23	1783	/	6	/	1	2	0.8	6	23
CCCCOC(=O)c1cc(=O)[nH]c2ccccc12	-4	-2	1526	-0.033	7	7&-11	0.8	24	-1.1	4	-4
COC(=O)c1ccccc1NC(=O)c1cccc(NC(=O)CSCc2ccccc2)c1C	9	6	1620	/	4	/	0.8	16	-2.9	6	-2
O=[N+]([O-])c1ccc2nccn2c1	-7	-6	1421	0.72	-6	/	1	3	-2.3	-6	-11
CCOC(=O)c1nn(-c2ccc(F)cc2)c2nc(-c3ccccc3)c(C#N)c(=O)n12	0	-1	1719	0.0098	5	-11	1	0	0.1	0	-5
O=C(NNC(=O)c1cccnc1SCc1cccc([N+](=O)[O-])c1)c1ccccn1	0	-3	1722	-0.017	5	-10	1.1	-10	0.0	0	98*
CCCc1nc2ccccc2n1CCc1ccccc1	0	-6	1462	-0.85	-7	4	1.1	-8	0.7	-6	48
COC(/C=C/Nc1ccc(Cl)cc1)=C(C#N)C#N	3	-1	1709	1.1	1	4	1.1	-6	-1.1	1	3
O=C(CSCc1cccc(Br)c1)N1CCOCC1	8	7	1560	/	4	22	0.8	17	0.8	-13	-3
CN(CC(=O)N1CCCCCC1)S(=O)(=O)c1cccc2cccnc12	3	4	1684	/	1	-39	0.9	6	-1.2	5	-5
CCN1/C(=C2\C(=O)N(C)C(=S)N2C)C=Cc2cc(OC)ccc21	3	7	1529	/	-1	5	0.6	37	-0.2	6	19
CCOc1ccc(S(=O)(=O)NCC(=O)N(C)Cc2cccnc2)cc1	5	-9	1480	0.26	10	/	1.1	-8	0.2	9	13
COC(=O)c1sccc1-c1ccc(C(N)=O)o1	10	-5	1602	0.16	6	1	0.9	8	-0.5	-2	4
CCOc1ccc(CSC2=NCCN2)cc1Cl	-1	-7	1566	-0.39	-4	17	1.1	-7	3.1	5	22
COc1ccc(C(=O)Nc2nc3c(s2)CCCC3)cc1S(=O)(=O)N1CCCc2ccccc21	1	-17	1754	0.3	10	-1	1	2	0.0	5	97*
O=C(Cc1cccs1)N/N=C/C=C/c1ccco1	6	-1	1697	-0.35	9	8	1.1	-6	-0.2	3	-6
Cc1cccc(N/C(=N\S(=O)(=O)c2ccccc2)C(F)(F)F)c1	1	-5	1413	/	-3	/	1	3	2.0	1	-5
O=C(O)C(Cc1ccccc1)N1C(=O)/C(=C/c2cccc3ccccc23)SC1=S (stereo not given)	2	-3	1637	/	6	/	0.9	12	0.8	9	-5
Cc1ccc(NC(=O)c2ccc(OC(=O)COc3cccc(Cl)c3)cc2)cc1	13	-7	1496	0.26	-2	-5	0.9	8	-0.1	3	-11
COc1c(O)c(O)c2oc(-c3ccccc3)cc(=O)c2c1OC	4	-15	1522	/	8	-3	0.7	27	-0.3	0	-20
CCc1nc(NCc2ccco2)c2oc3ccccc3c2n1	6	-12	1454	/	1	/	0.9	8	0.5	-2	34
CCN(CC)C(=O)Oc1ccc2cc(Br)ccc2c1	13	-6	1659	/	12	-8	1	3	-0.6	9	35
CN(c1ccccc1)S(=O)(=O)c1ccc(C(=O)N2CCc3ccccc3C2)cc1	-2	-16	1437	-0.47	-1	-8	1.1	-7	-1.0	0	96*
Brc1ccc(-c2nnc3ccc(Nc4ccccc4)nn23)cc1	-2	14	1597	1.6	6	-7	1.1	-15	-0.2	-3	-7
O=[N+]([O-])c1cc(C=Nc2ccc3ccccc3c2)ccc1Br	8	19	1455	-0.31	1	0	0.9	11	0.0	3	16
O=[N+]([O-])c1ccc2c(c1)C(N1CCOCC1)/C(=C/COc1ccc3ccccc3c1Br)O2 (stereo not given)	3	-11	1630	/	9	/	1	4	-0.6	5	97*
CC1CCN(C(=O)CCCOc2cc(=O)n(C)c3ccccc23)CC1	5	-3	1488	/	0	0	1.1	-12	1.7	3	-3
C=CCN(C(=O)c1ccccc1)c1ccc(OC)cc1	9	1	1676	/	6	1	1	-3	2.0	0	9
O=C(c1ccc(F)cc1)c1c[nH]c(C(=O)NCc2ccco2)c1	0	1	1612	/	-1	/	0.9	13	-1.4	10	-2
O=S(=O)(c1ccc(-c2cn3ccccc3n2)cc1)N1CCOCC1	4	5	1661	-0.65	12	/	1	4	0.3	6	2
CC(C)Oc1ccc(Cc2cnc(=S)[nH]c2N)cc1	5	15	1817	1	9	-12	1.3	-32	-1.7	7	-7
Cc1ccc(CCNC(=O)C2CCCN(S(=O)(=O)c3cccc4nsnc34)C2)cc1 (stereo not given)	10	3	1612	/	10	6	0.9	11	0.2	0	-4
O=[N+]([O-])c1ccc(Cl)c(/C=N/n2c(-c3cccnc3)n[nH]c2=S)c1	-5	0	1429	-0.11	-7	-1	0.9	8	0.1	-3	21
CC(=O)c1cccc(NC(=O)Nc2cccnc2)c1	-4	-4	1627	1.6	6	48	1	4	-0.2	-2	11
O=C1c2ccccc2C(=O)N1CCCn1nnc(-c2ccc(N3CCOCC3)cc2)n1	1	-2	1896	/	10	-26	0.9	11	1.0	6	0
O=C(c1ccccc1Sc1ccccc1[N+](=O)[O-])N1CCCCC1	-2	-10	1377	0.43	-7	-10	1	-4	-0.7	1	6
COc1ccccc1C(=O)NCCN1CCN(C(=O)c2ccccc2OC)CC1	-3	6	1376	/	-1	2	1	-4	2.0	-6	-3
Cc1ccccc1-c1noc(-c2ccc(O)cc2)n1	7	-2	1601	/	-1	5	1.1	-5	0.5	-10	6
O=C1CCc2cc(S(=O)(=O)N3CCC(C(=O)Nc4nccs4)CC3)ccc2N1	-4	-5	1574	/	2	-5	1	-1	-0.5	8	-6
CCOC(=O)c1ccccc1NC(=O)Cc1ccccc1OC	-5	19	1415	0.016	-3	/	1	1	0.8	6	2
CC(C)/C=N/NC(=O)c1cc(Br)ccc1O	11	5	1634	0.1	9	-17	1	-2	0.0	5	-16
CC(=O)N1C(=O)/C(=C2\SC(=S)N(NC(=O)c3ccc(O)cc3)C2=O)c2ccccc21	3	-5	1596	-0.76	6	-6	1	-3	0.0	4	-8
Cc1ccc(/C=N/n2c(C3CCCCC3)n[nH]c2=S)s1	4	-3	1503	1.1	-3	-9	0.9	14	-0.1	1	37
CC(C)OC(=O)CSc1nnc(Cc2ccccc2)n1C	8	0	1516	/	1	-3	1	2	-0.7	3	-8
N=c1c2c3c(sc2ncn1CCN1CCOCC1)CCCCC3	-2	7	1459	0.39	-10	-13	1	-3	-0.2	0	17
C=CCn1c(CCC)nc2ccccc21	11	-7	1705	0.93	13	3	1	-3	-1.1	1	9
